SENP7 block – SENP7 protease inhibitors, primary screen, biochemical, luminescence, uHTS. Sentrin-specific protease 7 (Homo sapiens), Q9BQF6. inhibition, % at 5 µM. recombinant SENP7, Z-RLRGG-aminoluciferin luminescence, 40 min. 1.5% of 330,000 active. AID 434973, 2010;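 active = inhibition above about 50% at the single test dose, limit read from the data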;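 note: plate controls were DMSO with enzyme for no effect and no enzyme buffer wells for full effect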
SENP1 FRET inh – human SENP1 catalytic domain inhibitors, primary screen, biochemical, FRET, uHTS; 0.21% of 360,000 active; inhibition, % at 10 µM; Sentrin-specific protease 1 (Homo sapiens), Q9P0U3; recombinant SENP1 catalytic domain, CyPet-SUMO1-YPet FRET cleavage;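 active = inhibition at least 30% at 10 µM, raw YFP signal under a set limit, fluorescence ratio 0.5 to 1.5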;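 note: 0% = enzyme with DMSO and 100% = no enzyme wells; some results filed as inactive read as strong as hits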
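Test system: recombinant human SENP1 catalytic domain, His6-tagged / Medium: pH 8 Tris buffer with EDTA, NaCl, BME, BSA, NP40, catalase / Also added: SUMO1 FRET substrate flanked by Cypet and Ypet, 25 nM / Times: 50 min reaction at room temperature / Signal: FRET, CFP and YFP emission / Control set: no-enzyme low control and enzyme-plus-DMSO high control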
SENP6 inh – SENP6 protease inhibitors, primary screen, biochemical, luminescence, uHTS; Sentrin-specific protease 6 (Homo sapiens), Q9GZR1; Recombinant SENP6 catalytic domain, aminoluciferin luminescence; 1.8% of 330,000 active; inhibition, % at 10 µM;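 active = inhibition above about 50% at the single tested dose, limit read from the data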;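 note: plate controls were DMSO wells with enzyme for no effect and DMSO wells lacking enzyme for full effect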
SENP8 block-1 – human SENP8 protease inhibitors, primary screen, biochemical, fluorescence, Nedd8 protein substrate, uHTS; Sentrin-specific protease 8 (Homo sapiens), Q96LD8; recombinant SENP8; inhibition, % at 20 µM; 0.64% of 360,000 active; AID 602440, 2012; in the data active = inhibition mostly above about 40%, no sharp cut-off; inactive = mostly below about 27%
SENP8 block-2 – SENP8 protease inhibitors, primary screen, biochemical, luminescence; purified SENP8, Z-RLRGG-aminoluciferin cleavage; 1.2% of 330,000 active; Sentrin-specific protease 8 (Homo sapiens), Q96LD8; AID 2540, 2010; inhibition, % at 10 µM; in the data active = inhibition above about 50%
HKDC1 inh – HKDC1 hexokinase inhibitors, primary screen, biochemical, fluorescence, uHTS; Q2TB90; recombinant HKDC1, G6PDH/diaphorase resazurin coupled fluorescence; inhibition, % at 20 µM; 0.16% of 340,000 active; AID 493160, 2011;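 active = inhibition above about 35% when tested at 20 µM, limit read from the data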;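 note: plate controls were DMSO wells with enzyme for no effect and DMSO wells lacking enzyme for full effect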
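Test system: recombinant HKDC1 (HK5) hexokinase enzyme, produced in-house / Doses: 20 µM test compound, 1% DMSO / Timing: 90 min, room temperature / Detection: G6PDH/diaphorase-coupled fluorescence, 1 mM NADP, 100 µM resazurin, 525/613 nm / Control set: DMSO wells with and without enzyme mix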
Apaf1 inhib – inhibitors of human Apaf-1 apoptosome, primary screen, biochemical, DEVD-Rh110 fluorescence, uHTS; reconstituted apoptosome caspase-3 activity; inhibition, % at 20 µM; 0.71% of 330,000 active; active = inhibition of at least 40% at 20 µM;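 note: plate controls were DMSO wells for no effect and DEVD-CHO caspase inhibitor wells for full effect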
Target sequence (O14727 whole entry, looked up): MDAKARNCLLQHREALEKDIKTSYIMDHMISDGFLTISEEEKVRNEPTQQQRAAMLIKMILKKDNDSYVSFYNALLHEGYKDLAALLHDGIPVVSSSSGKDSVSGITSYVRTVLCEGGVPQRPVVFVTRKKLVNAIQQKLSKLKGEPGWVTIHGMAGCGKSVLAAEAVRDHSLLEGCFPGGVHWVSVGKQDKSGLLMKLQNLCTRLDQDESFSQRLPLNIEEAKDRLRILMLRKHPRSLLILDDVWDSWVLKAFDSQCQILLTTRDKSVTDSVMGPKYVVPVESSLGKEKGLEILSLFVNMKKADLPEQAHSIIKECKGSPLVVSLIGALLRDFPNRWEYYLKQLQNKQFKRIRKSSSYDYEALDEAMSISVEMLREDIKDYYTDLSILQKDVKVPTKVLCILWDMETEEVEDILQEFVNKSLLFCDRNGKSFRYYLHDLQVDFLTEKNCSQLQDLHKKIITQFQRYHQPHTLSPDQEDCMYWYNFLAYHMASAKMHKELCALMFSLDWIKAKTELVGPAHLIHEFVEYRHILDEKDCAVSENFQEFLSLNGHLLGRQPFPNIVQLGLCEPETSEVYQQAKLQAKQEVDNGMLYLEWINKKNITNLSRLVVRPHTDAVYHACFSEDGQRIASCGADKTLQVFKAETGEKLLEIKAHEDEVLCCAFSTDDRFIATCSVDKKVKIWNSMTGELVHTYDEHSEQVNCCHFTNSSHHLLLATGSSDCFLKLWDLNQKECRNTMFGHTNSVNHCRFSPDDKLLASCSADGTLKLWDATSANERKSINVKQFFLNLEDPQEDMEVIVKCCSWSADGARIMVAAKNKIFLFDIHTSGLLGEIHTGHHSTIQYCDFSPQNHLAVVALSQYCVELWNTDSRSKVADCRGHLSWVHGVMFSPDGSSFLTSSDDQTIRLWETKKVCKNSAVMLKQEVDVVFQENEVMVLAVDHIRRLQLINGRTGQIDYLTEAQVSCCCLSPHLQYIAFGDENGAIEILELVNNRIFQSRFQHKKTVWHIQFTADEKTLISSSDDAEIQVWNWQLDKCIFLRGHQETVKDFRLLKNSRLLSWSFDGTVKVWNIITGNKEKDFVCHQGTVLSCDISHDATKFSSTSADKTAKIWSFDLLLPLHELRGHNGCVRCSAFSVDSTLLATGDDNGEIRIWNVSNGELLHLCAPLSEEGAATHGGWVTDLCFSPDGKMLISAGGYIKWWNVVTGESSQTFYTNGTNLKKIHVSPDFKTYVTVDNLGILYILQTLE
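Material: reconstituted apoptosome with Apaf-1, cytochrome c, caspase-9, procaspase-3, dATP; medium: pH 7.5 Hepes buffer with CHAPS, BSA, DTT; also added: cytochrome c and DEVD-Rh110 substrate; timing: 30 min plus 50 min, RT; signal: Rh110 fluorescence intensity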
PfG6PD inh – PfG6PD enzyme inhibitors, primary screen, biochemical, fluorescence intensity, uHTS; PfGluPho enzyme, NADPH resazurin-diaphorase fluorescence; inhibition, % at 20 µM; 0.78% of 350,000 active;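 active = inhibition reaching at least a set limit at 20 µM in the primary screen, cut at about 59% in these data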;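 note: 0% = DMSO wells with substrate and 100% = DMSO wells lacking glucose-6-phosphate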
Active calls of the source: *; . = not tested or not shown. Random draw from the library; any-hit rate near 3.6%.

SMILES	SENP7 block	SENP1 FRET inh	SENP6 inh	SENP8 block-1	SENP8 block-2	HKDC1 inh	Apaf1 inhib	PfG6PD inh
O=C(NCc1cccs1)c1ccc2c(c1)ncn2C1CCCC1	7	1	29	7	13	-7	-6	11
Cc1cc(=O)oc(C)c1C(=O)N1CCc2c([nH]c3ccccc23)C1C(C)C (stereo unspecified)	8	-44	0	-7	7	-1	12	-9
COc1ccc([C@H]2CC(=O)C=C(c3ccc4ncccc4c3)C2)cc1OC	6	1	2	9	-2	1	10	6
CN(C)C1=NC[C@H](Cc2ccccc2)N1CCc1cccc(F)c1	-5	-3	5	13	-2	3	6	8
CCOCCCNC(=O)c1cc2c(=O)[nH]c3ccccc3c2s1	-4	2	-3	-280	-12	4	11	25
CNC(=S)N(Cc1ccc2c(c1)OCO2)C1CC(=O)N(c2ccc(F)cc2)C1=O (stereo unspecified)	2	1	12	21	9	-3	1	4
COc1ccccc1CN1C(=S)SC(C)(C)C1NO (stereo unspecified)	-6	1	4	15	-4	0	16	1
OCCOc1cccc(CN2CCC(CO)(CCOc3ccccc3)CC2)c1	-7	-1	-10	6	-9	-9	-15	-10
Cc1cnc(C(=O)OCc2c(C)cc(C(C)(C)C)cc2C)cn1	-8	-7	-27	11	-12	-3	27	-14
CC(=O)c1cccc(N(C(=O)c2ccco2)C(C(=O)NC2CCCC2)c2ccccc2F)c1 (stereo unspecified)	4	-2	-31	13	-6	0	7	1
Cc1ccc(NC(=O)CCC(=O)c2ccccc2)cc1	.	-1	.	17	.	1	.	-11
COc1cccc(C=NNc2nnc(NN=Cc3cccc(OC)c3OC)c3ccccc23)c1OC	.	-28	.	-117	.	-2	.	16
CSCCC(NC(=O)c1ccccc1Cl)C(=O)OCC(=O)N1CCCC1=O (stereo unspecified)	-3	2	-16	0	-7	2	1	-5
COc1ccnc(Nc2cccc(C)c2)c1C#N	6	-1	-17	5	2	-10	1	3
CC(=O)Nc1ccc(NC(=O)c2c(C)noc2C)cc1	-10	0	-13	0	-8	-6	7	9
Cc1cc(NC(=O)Cn2cnc3sc(C)c(-c4ccccc4)c3c2=O)no1	.	-7	.	10	.	0	.	-14
Cc1nnc(Nc2ccc(C(=O)NCCO)cc2)c2ccccc12	1	1	0	-212	-4	10	12	-3
Cc1ccc(OCCCn2ccnc2)cc1C	0	0	-14	19	-2	-2	-5	-5
CC(NC(=O)c1ccc(Cn2cc([N+](=O)[O-])cn2)cc1)c1ccccc1 (stereo unspecified)	0	1	-13	21	0	-16	5	-10
COc1cc(/C=N/NC(=O)CNC(=O)c2ccncc2)ccc1OC(C)=O	-7	0	2	10	4	7	11	-9
COc1ccc2ccc(OCC(=O)Nc3cc(C)on3)cc2c1	1	0	-12	4	10	2	-12	-4
Cc1ccc2[nH]c(=O)c(CN(CCCN(C)C)C(=S)NCCc3ccccc3)cc2c1	-5	1	-7	-45	1	-3	1	5
COc1ccc(CN2CC(C(=O)NCCN3CCN(c4ccccc4F)CC3)CC2=O)cc1 (stereo unspecified)	-7	-5	-12	15	-5	-2	4	-14
COc1ccc(OC)c(NC(=O)C2CCN(S(=O)(=O)c3ccc4c(c3)OCCO4)CC2)c1	2	0	-1	-2	-4	2	-7	5
CC1(C)C(=O)Nc2ccccc2N1C(=O)COC(=O)c1ccc(NC(N)=O)cc1	-3	1	-3	11	-1	-10	1	-8
Next entries follow:
SMILES	SENP7 block	SENP1 FRET inh	SENP6 inh	SENP8 block-1	SENP8 block-2	HKDC1 inh	Apaf1 inhib	PfG6PD inh
N=C1/C(=C\c2ccc(OC(=O)c3ccccc3)cc2)C(=O)N=C2SC(N3CCOCC3)=NN12	-2	-10	15	-28	0	11	12	-22
O=C(Nc1cc(F)cc(F)c1)c1ccc(NCCc2ccccc2)c([N+](=O)[O-])c1	0	38*	-9	17	-11	-7	-4	1
Cc1ccc(N2C(=O)C(CN3CCCC3)C2c2ccccc2)cc1 (stereo unspecified)	4	1	0	15	-1	-10	1	0
CC(CC(=O)Nc1ccc(-c2ccno2)cc1)n1cccn1 (stereo unspecified)	-5	-1	-12	1	-2	3	8	9
Cc1ccc(NC(=O)N2CCCc3ccccc32)cc1C	11	0	10	-16	-13	4	15	-2
O=C1N=C(N2CCN(c3cccc4ccccc34)CC2)S/C1=C/c1cccs1	6	2	-7	23	-6	7	18	5
Oc1ccc2ccccc2c1CNc1cnc2ccccc2c1	3	-6	-5	-289	-2	12	-6	32
O=C(O)c1ccc(S(=O)(=O)c2ccc(Sc3ccc(C(=O)O)c(C(=O)O)c3)cc2)cc1	-3	3	-7	-4	-5	-3	12	-47
Cc1cccc(C)c1NC(=O)C[n+]1cc(-c2ccccc2)n2c1CCC2	-3	2	-17	17	1	-4	3	-8
CC1CCN(CCOc2ccc(C(=O)c3ccccc3)cc2)CC1	2	-2	-6	1	-6	2	2	-30
COc1ccc(CCNC(=O)CSc2nc(-c3ccco3)cc(C(F)(F)F)n2)cc1OC	6	-1	-1	3	-1	-8	-2	-12
CCOc1ccc(NC(=O)CN(C)C(=O)c2cn(-c3ccc(F)cc3)nc2-c2cccc(OC)c2)cc1OCC	-9	-1	-13	10	-8	4	21	18
CCCc1cc(=O)oc2cc(OCC(=O)NC(Cc3c[nH]c4ccc(O)cc34)C(=O)O)c(Cl)cc12 (stereo unspecified)	-10	1	-6	6	-14	14	3	3
O=C(NCc1ccco1)C1CCN(S(=O)(=O)N2CCC3(CC2)OCCO3)CC1	-4	0	-41	4	-1	15	-15	7
Cc1csc(NC(=O)c2ccc(S(C)(=O)=O)cc2)n1	5	1	3	14	-2	-4	-5	4
O=C(/C=C/c1cccc(Cl)c1)OCc1cn2cc(Cl)ccc2n1	-2	-2	-13	5	0	2	17	7
Cc1ccccc1NC(=O)c1cccc(NC(=O)CCC(=O)O)c1	-1	1	8	8	5	-14	-9	-2
CC(=O)Nc1ccc(NC(=O)C(OC(=O)c2ccccc2)C(OC(=O)c2ccccc2)C(=O)O)cc1 (stereo unspecified)	5	-1	-8	12	11	2	-5	-24
CSCCC(NC(=O)COc1ccccc1)C(=O)NCC1COc2ccccc2O1 (stereo unspecified)	-3	1	-7	8	-11	-1	9	-17
O=C(Nc1ccccc1O)c1c(O)c2c([nH]c1=O)CCCC2	-7	1	-16	-94	14	-13	13	20
O=C(Nc1nccs1)C1CCN(S(=O)(=O)c2cccs2)CC1	2	-13	-9	5	-5	-1	-13	6
CC(c1nnc(SCC(=O)Nc2cccnc2Cl)n1Cc1ccccc1)N(C)C (stereo unspecified)	-7	0	-5	13	-11	-8	-13	-21
Cc1ncc(CN2CCCC(CCC(=O)NCc3ccccc3F)C2)s1 (stereo unspecified)	8	-2	10	14	-1	-11	0	-13
O=C(Nc1cc(C(F)(F)F)ccc1-n1cncn1)c1ccc(Cl)cc1	5	2	-8	18	-2	-4	5	30
COc1ccc(NC(=O)N2CCNC(=O)C2CC(=O)Nc2ccc(F)cc2)cc1 (stereo unspecified)	6	1	1	11	-1	-5	12	2

Shown field by field: 2 of the compounds above
canonical_smiles: CC(CC(=O)Nc1ccc(-c2ccno2)cc1)n1cccn1 (stereo unspecified)
  SENP7 block: -5
  SENP1 FRET inh: -1
  SENP6 inh: -12
  SENP8 block-1: 1
  SENP8 block-2: -2
  HKDC1 inh: 3
  Apaf1 inhib: 8
  PfG6PD inh: 9

canonical_smiles: Cc1ccc(NC(=O)N2CCCc3ccccc32)cc1C
  SENP7 block: 11
  SENP1 FRET inh: 0
  SENP6 inh: 10
  SENP8 block-1: -16
  SENP8 block-2: -13
  HKDC1 inh: 4
  Apaf1 inhib: 15
  PfG6PD inh: -2

Next section
SMILES	SENP7 block	SENP1 FRET inh	SENP6 inh	SENP8 block-1	SENP8 block-2	HKDC1 inh	Apaf1 inhib	PfG6PD inh
O=C(C(=O)N1CCN(c2cccc(Cl)c2)CC1)c1cn(CC(=O)N2CCOCC2)c2ccccc12	3	3	15	6	-3	-1	9	9
CC(=O)C1(O)C(C)CC2C3CC=C4CC(O)CCC4(C)C3CCC21C (stereo unspecified)	.	0	.	7	.	-6	.	-14
CC1(c2nnc(-c3ccc(Cl)cc3)o2)CC(c2cccnc2)=NO1 (stereo unspecified)	-2	-5	-11	-14	-2	1	3	6
Cc1ccc(Cn2c(C(C)Nc3nc(-c4ccc(F)cc4)cs3)nc3cc(C(=O)NCCCO)ccc32)cc1 (stereo unspecified)	-1	1	-16	10	-3	-2	13	12
Cc1ccc(NC(=O)CSCC(=O)NC2=NCCS2)cc1	7	0	-2	9	7	-4	-7	0
CC(=O)C1=C(O)C(=O)N(CCc2c[nH]c3ccccc23)C1c1ccc(C)cc1 (stereo unspecified)	-4	3	-7	8	-2	-7	4	11
COc1ccc(-c2cc(=O)oc3c(C)c(OC(C)C(C)=O)ccc23)cc1 (stereo unspecified)	6	0	-3	-7	-1	3	18	-16
CS(=O)(=O)c1ncc(CO)n1Cc1ccccc1	17	3	2	11	-3	-6	-15	3
O=C(/C=C/c1ccc2ccccc2n1)N1CCN(c2ccccc2)CC1	-2	-4	-13	0	-5	3	13	10
CN(C)C(=O)COc1ccc(C(=O)/C=C/c2cccnc2)cc1	-7	-1	-22	5	-8	-2	7	17
O=C(O)Cn1c(=O)cnc2ccccc21	3	1	13	-167	-3	-5	-3	-15
CCOC(=O)NCc1ccc(CNC(=O)OCC)cc1	9	1	-3	15	0	-15	5	-11
O=C(OCC(=O)N1CCCCCC1)c1cccs1	-8	4	-16	18	-14	-4	4	-11
COc1ccccc1C(c1nnnn1C(C)C)N1CCN(C(=O)c2ccco2)CC1 (stereo unspecified)	5	-1	5	2	1	-6	0	-8
COc1ccc(C(C(=O)NCC2CCCO2)N(Cc2ccccc2)C(=O)CNC(=O)c2ccco2)cc1OC (stereo unspecified)	-7	-2	-13	19	-3	0	9	-2
O=C1CC(O)(C(F)F)Oc2ccc3ccccc3c21 (stereo unspecified)	8	-5	29	-457	0	11	6	9
COc1ccc(-c2csc(NS(=O)(=O)c3ccc([N+](=O)[O-])cc3)n2)cc1	-4	0	7	18	-7	-9	1	-10
O=C(C1=C(O)C(=O)N(CCN2CCOCC2)C1c1ccc(F)cc1)c1cc2ccccc2o1 (stereo unspecified)	7	-4	21	-55	6	-1	-4	-37
COc1ccc2nc(C)cc(SCC(=O)NNC(=O)COc3ccc(C)cc3)c2c1	-11	2	-11	-13	-13	-1	4	5
Cc1ccc(C)c(S(=O)(=O)NCc2ccc(C(=O)N3CCC(Cc4ccccc4)CC3)cc2)c1	4	4	16	7	-6	-3	14	1

Entries of single compounds, quoted from the list:
Results for CN(C)C(=O)COc1ccc(C(=O)/C=C/c2cccnc2)cc1 : SENP7 block = -7; SENP1 FRET inh = -1; SENP6 inh = -22; SENP8 block-1 = 5; SENP8 block-2 = -8; HKDC1 inh = -2; Apaf1 inhib = 7; PfG6PD inh = 17
Results for CC(=O)C1(O)C(C)CC2C3CC=C4CC(O)CCC4(C)C3CCC21C (stereo unspecified) : SENP7 block = .; SENP1 FRET inh = 0; SENP6 inh = .; SENP8 block-1 = 7; SENP8 block-2 = .; HKDC1 inh = -6; Apaf1 inhib = .; PfG6PD inh = -14

Screening results as filed in PubChem.
